Compound activity: PubChem BioAssay, National Center for Advancing Translational Sciences (NCATS)
CHX counter: counter-screen hit for Shiga toxin inhibitors, cycloheximide; cell reporter, cycloheximide protein synthesis inhibition counterscreen; max response, %; 12% of 300,000 active; AID 2314; in the data active = max response mostly above about 13%, no sharp cut-off; inactive = mostly below about 14%; note: read at 38.3 µM for the half of the compounds with a filed dose; 0% is about no effect
Pf growth 48h: inhibits P. falciparum growth in the first generation, 48 h | P. falciparum luciferase growth in erythrocytes, 48 h | Potency, µM (doses to about 28.7 µM), inactives show at the highest dose activity change, negative = inhibition, usual class: inhibitors | AID 504832 | 5.9% of 310,000 active; note: potency is the fitted concentration of half-maximal effect; % is set by controls: 0 for no effect and ±100 for the full control effect
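A one-generation exposure of luciferase-tagged malaria parasites in RPMI 1640/Albumax erythrocyte culture, 37 C and 5% CO2. Inhibition is inferred from decreased luminescence after adding detection reagent.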
Tb PYK inh: T. brucei pyruvate kinase inhibition; TbPYK enzyme, Kinase-Glo Plus ATP luminescence, 45 min; 0.12% of 410,000 active; AID 624173; Potency, µM (doses to about 76.8 µM), for the others: at the top dose activity, negative = inhibition, hits mostly inhibitors; note: potency is the fitted concentration of half-maximal effect; % is set by controls: 0 for no effect and ±100 for the full control effect; nearly all actives have a fitted effect of over 50% in size
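Enzyme and substrate buffer are dispensed first and compound is pin-transferred. ADP at 130 uM final then starts the reaction, which runs 45 min at room temperature. Detection reagent is added for 10 min before luminescence is imaged.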
Pf growth 96h: P. falciparum growth inhibition at 96 hour, primary screen for plastid delayed-death inhibitors. Potency, µM (doses to about 28.7 µM), for the others: at the highest dose activity change, negative = inhibition, usual class: inhibitors. P. falciparum luciferase reporter growth, 96 h. 6.9% of 320,000 active; note: potency is the fitted concentration of half-maximal effect; % is set by controls: 0 for no effect and ±100 for the full control effect
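Plates of compound plus infected erythrocytes (2% hematocrit, 0.05% parasitemia final) incubate 96 hours, 37 C, 5% CO2. Detection reagent added; reduced luminescence from the parasites' luciferase reporter flags inhibition.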
Shiga inhibitor: inhibitors of Shiga toxin in Vero cells | Vero cells, Shiga toxin protein synthesis inhibition reporter | 9.2% of 290,000 active | AID 2315 | inhibition, % at 38.7 µM; in the data active = inhibition mostly above about 28%, no sharp cut-off; inactive = mostly below about 43%; note: 0% is about no effect
LmPK inhibitor: blocks Leishmania mexicana pyruvate kinase activity. Q27686. purified LmPK, Kinase-Glo ATP luminescence, 1 h. Potency, µM (highest dose often 57.5 µM), for inactives: at the top dose activity change, negative = inhibition, most hits filed as inhibitors. 0.37% of 290,000 active. AID 1721; note: potency is the fitted concentration of half-maximal effect; % is set by controls: 0 for no effect and ±100 for the full control effect
Target sequence (Q27686 whole entry, looked up): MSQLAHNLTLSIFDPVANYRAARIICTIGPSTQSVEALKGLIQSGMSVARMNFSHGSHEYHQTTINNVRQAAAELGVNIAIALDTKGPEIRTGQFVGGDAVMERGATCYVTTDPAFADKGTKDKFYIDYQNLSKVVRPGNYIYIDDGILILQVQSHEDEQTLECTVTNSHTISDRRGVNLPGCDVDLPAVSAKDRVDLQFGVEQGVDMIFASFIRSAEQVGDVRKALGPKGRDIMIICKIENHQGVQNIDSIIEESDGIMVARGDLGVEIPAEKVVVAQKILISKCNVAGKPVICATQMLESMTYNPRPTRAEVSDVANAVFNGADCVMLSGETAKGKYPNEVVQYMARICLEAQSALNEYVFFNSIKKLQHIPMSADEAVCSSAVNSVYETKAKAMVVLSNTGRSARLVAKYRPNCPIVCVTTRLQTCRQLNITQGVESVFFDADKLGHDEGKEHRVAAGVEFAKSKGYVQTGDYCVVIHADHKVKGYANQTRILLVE
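Screened at intermediate enzyme activity to detect both inhibitors and activators: LmPK at 0.1 nM, with a 0.5 nM enzyme column as activation reference. PEP 0.5 mM, ADP 0.1 mM; ATP detected by luminescence after 1 h.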
HCV inhibitor: inhibitors of hepatitis C virus infection; AID 651820; Potency, µM (doses to about 41.8 µM), for the others: at the highest dose activity change, negative = inhibition, actives largely listed as inhibitors; Huh7.5.1 HCVcc-Cre infection, luciferase reporter, 44 h; 3.4% of 340,000 active; note: potency is the fitted concentration of half-maximal effect; % is set by controls: 0 for no effect and ±100 for the full control effect
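Infectious HCVcc-Cre (~0.5 moi) was added to cells just after compound, with cells seeded 4 h earlier at 1,000 per well. Luciferase activity after 44 h culture reported infection; substrate was incubated 15 min at room temperature before reading.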
Starred values were filed as active, the others as inactive; ? = inconclusive; nt = not tested or not shown; + = active, no number; [ ] = dose if it differs, or a comment. Unless noted, calls come from the whole dose curve; as a rule, active = well fitted curve in the direction sought with a large enough effect; inconclusive = small, poorly fitted or top-dose-only effect, or another doubt; inactive = no such curve, though single readings can be large; an effect the other way counts as inactive or inconclusive.

canonical_smiles	CHX counter	Pf growth 48h	Tb PYK inh	Pf growth 96h	Shiga inhibitor	LmPK inhibitor	HCV inhibitor
CCCn1c(SCC(=O)Nc2nc3c(s2)CCCC3)nc2c1c(=O)n(C)c(=O)n2C	-4	34%	nt	-3%	-2	2%	?
Clc1ccccc1CONc1ncnc2nonc12	31*	210%[activator]	2%	142%[activator]	+	1%	2%
C#CCOC(=O)C[N+](C)(C)CC=C	-1	57%[activator]	1%	-2%	4	0%	5%
O=c1c2sc(-c3ccccc3)cc2nc2n1CCC2	24*	240%[activator]	0%	425%[activator]	26*	?	8%
CC1(C)O[C@@H]2C[C@H]3[C@@H]4CCC5=CC(=O)C=C[C@]5(C)[C@H]4C(O)C[C@]3(C)[C@]2(C(=O)CO)O1 (stereo partly specified)	nt	?	-8%	-11%	nt	nt	nt
N=c1sccn1CC(=O)Nc1cccc(S(N)(=O)=O)c1	6	-14%	-10%	-8%	-11	-14%	-2%
Cc1nn(-c2ccc(F)cc2)c2sc(C(=O)N3CCCCCC3)cc12	1	17%	-7%	38%[activator]	-15	2%	14µM*
CCCSC1=C(C#N)C2(CCCCC2)C(C#N)=C(N)N1	-4	-17%	-1%	-14%	-3	1%	?
O=C(CC12CC3CC(CC(C3)C1)C2)NCC(=O)N1CCc2ccccc2C1	-2	nt	-1%	?	10	0%	-4%
COc1cccc(NC(=O)CN(C)C(=O)C(C)Sc2ccccc2)c1 (stereo unspecified)	nt	?	-6%	-8%	nt	nt	0%
Clc1cccc(-c2ccc(/C=N/n3cnnc3)o2)c1Cl	-2	-1%	3%	-26%	2	1%	7%
COc1ccccc1CNC(=O)[C@H](C)NC(=O)[C@@H]1Cc2ccccc2CN1	17	-4%	-1%	9%	11	-9%	8%
C=CCNc1scc(-c2ccccc2)[n+]1CC=C	9	4.1µM*	-3%	4%	-13	3%	3%
C#CCOCCOCCOCCNc1nc(N2CCN(C(=O)[C@H]([C@@H](C)CC)n3cc([C@@H](N)CC(C)C)nn3)CC2)nc(N2CCN(C(=O)[C@H](Cc3ccc(O)cc3)n3cc([C@@H](N)C(C)CC)nn3)CC2)n1 (stereo partly specified)	-3	5.2µM*	1%	5.2µM*	-22	10%	0%
Cc1ccnc(NC(=O)CCC(=O)N(CC(=O)NCc2ccccc2)Cc2ccc(F)cc2)c1	-6	14%	3%	1%	-6	-8%	-2%
O=C(NCCc1ccccc1)C1CCCN(c2cnccn2)C1 (stereo unspecified)	13	-11%	-12%	19%	6	-2%	?
c1ccc2c(C[C@@H]3CNCCN3CC3CCCCC3)cccc2c1	nt	?	-1%	12µM*	nt	nt	?
Fc1ccc(-c2csc3ncnc(N4CCN(c5ccccc5)CC4)c23)cc1	-4	12µM*	-1%	5.9µM*	-8	5%	-14%
O=C(c1cc2c(s1)CCCC2)N1CCN(S(=O)(=O)c2ccccc2C(F)(F)F)CC1	-2	?	14%	12µM*	-6	-2%	-8%
COc1ccc(S(=O)(=O)N2CCC(C(=O)Nc3nnc(C)s3)CC2)cc1OC	nt	39%[activator]	0%	1%	nt	nt	-9%
Cc1cc(NC(=O)CSc2nnc(-c3ccc(Br)o3)n2Cc2ccccc2)no1	11	?	4%	?	-12	-2%	-26%
COc1ccc(C(=O)OCC(=O)NCC2CCCCC2)cc1F	nt	?	-1%	-3%	nt	nt	12%
COc1cc2ncnc(NCc3ccccc3C)c2cc1OC	-2	15µM*	-2%	13µM*	-14	0%	-14%
Cc1cccc(C)c1OCC(=O)N(Cc1ccco1)C1CCS(=O)(=O)C1 (stereo unspecified)	-1	16%	1%	?	-8	2%	14%
CCC(=O)c1ccc(OC(=O)N2CCOCC2)cc1	23*	53%[activator]	-8%	65%[activator]	33*	-4%	-3%
O=C(c1sc2cc(Cl)ccc2c1Cl)N1CCN(CCc2ccccn2)CC1	3	6%	-7%	12%	-4	3%	?
O=C1CC(c2ccc(F)c(Br)c2)C2=C(CCCC2=O)N1 (stereo unspecified)	-2	-18%	1%	-2%	-1	0%	-8%
COc1ccc(CNC(=O)c2ccc(=O)oc2)cc1OC	-12	-6%	2%	?	-11	1%	4%
Clc1cnc(Oc2ccc(Oc3ncc(Cl)cc3Cl)cc2)c(Cl)c1	15	nt	-2%	11%	2	7%	23%
NNC(=O)c1sccc1OCc1ccc(F)cc1	-2	?	4%	?	-4	-6%	17%
Cc1[nH]n(-c2ccccc2)c(=O)c1C(=O)c1ccc(Cl)cc1	3	-4%	2%	49%[activator]	7	0%	6%
Cc1ccc2c(c1)C(O)(C1COC(C)(C)CC1=O)C(=O)N2C (stereo unspecified)	-3	9%	-14%	16%	-6	2%	-4%
COc1cc(NC(=O)COC(=O)c2ccccc2SCC(=O)N2CCCC2)cc(OC)c1	nt	?	9%	-3%	nt	nt	-8%
CCC1CCC(C(=O)NC(CCSC)C(=O)NCCN(CC(C)C)CC(C)C)CC1 (stereo unspecified)	3	-26%	-5%	15µM*	10	-2%	15%
COc1ccc(CCNC(=O)COC(=O)c2ccccc2NCCO)cc1OC	nt	?	-1%	-11%	nt	nt	-5%
Cc1c(Cl)cccc1NC(=O)N1CCCC1	8	8%	0%	20%	17	-2%	-22%
CCN(CC)CCN(Cc1cc2cc3c(cc2[nH]c1=O)OCO3)C(=S)NCC1CCCO1 (stereo unspecified)	-3	-11%	3%	15µM*	9	0%	14%
Nc1nc(Sc2ncccc2[N+](=O)[O-])n[nH]1	-1	25%	0%	21%	-15	2%	8%
C[C@]12CC[C@@H]3c4ccc(O)cc4CC[C@H]3[C@@H]1CCC2OC(=O)CCC1CCCC1 (stereo partly specified)	nt	?	1%	?	nt	nt	nt
CCOC(=O)c1sc(Nc2nc3c(OC)cccc3s2)nc1C	50*	-90%	nt	1%	81*	-1%	-25%
Cc1ccc(C(=O)N2c3ccccc3N(Cc3ccccc3)C(=O)C2(C)C)cc1	-4	12µM*	2%	7.4µM*	9	3%	11µM*
Cc1ccc(S(=O)(=O)NCCCCCC(=O)NC(C)(C)CO)cc1	-2	18%	4%	?	4	-1%	6%
CC(C)(C)NS(=O)(=O)c1ccc(CCC(=O)N2CCCC2)cc1	8	?	-3%	30%[activator]	-6	2%	-11%
Cc1ccc(C(=O)O)cc1Nc1ncnc2sc3c(c12)CCC3	-4	-2%	-5%	14%	1	-3%	14%
CCN1CCN(c2oc(-c3ccccc3C)nc2S(=O)(=O)c2ccccc2)CC1	nt	?	-9%	9.3µM*	nt	nt	-13%
O=C(N[C@@H](Cc1ccccc1)C(=O)NC1CCCCC1)c1ccco1	14	nt	2%	-30%	23*	0%	-1%
CCOc1ccc(S(=O)(=O)Nc2cccc(C(=O)NCC(c3ccco3)N3CCCC3)c2)cc1 (stereo unspecified)	nt	?	3%	?	nt	nt	?
COC(=O)/C=C/c1sc2nc(C)cc(C)c2c1N=CN(C)C	9	11%	3%	69%[activator]	35	9%	-13%
Cc1ccccc1S(=O)(=O)N1CC(C(=O)O)=CC[C@H]1c1ccc(Cl)cc1	nt	?	-2%	46%[activator]	nt	nt	22%
CCN1CCN(S(=O)(=O)c2ccc(Cl)c(C(=O)Nc3cc(Cl)ccc3N3CCOCC3)c2)CC1	-2	?	-17%	13µM*	-3	-5%	?
COCC1CCN(Cc2nc(Cc3ccccc3Cl)no2)CC1	1	31%[activator]	-1%	?	4	-1%	16%
CS(=O)(=O)N(CCc1ccccc1)CC(=O)N1CCN(Cc2ccc3c(c2)OCO3)CC1	11	?	-5%	nt	25	10%	-20%
Cc1cc(C)nc(NS(=O)(=O)c2ccc(NC(=O)c3ccc(O)cc3O)cc2)n1	-1	46%[activator]	-5%	?	-4	-4%	28%
O=P(CCCCCCCCCP(=O)(c1ccccc1)c1ccccc1)(c1ccccc1)c1ccccc1	3	1.3µM*	3%	nt	-26	6%	14µM*
C=CCn1c(N)cc(=O)nc1SCC(=O)Nc1ccccc1	1	0%	4%	?	-8	1%	10%
O=C(CSc1nnc(-c2ccccc2)n1CC1CCCO1)N1CCCC1 (stereo unspecified)	-2	10%	1%	-8%	-16	-8%	16%
CC(=O)c1ccc2cccc3c2c1N=CN3C	-6	-29%	-5%	32%[activator]	-3	-3%	-10%
CCOC(=O)c1ccc2c(c1)nc(SCC(=O)c1cc3ccccc3o1)n2CC	-4	nt	-10%	?	-5	2%	?
O=C(NC1CCN(C(=O)N2c3ccccc3Sc3ccccc32)CC1)c1ccco1	-3	1.7µM*	-2%	?	-9	2%	?
COc1ccc(NC(=O)Nc2ccc(C)cc2Br)c(OC)c1	7	-6%	7%	?	5	1%	-17%

Next part.
canonical_smiles	CHX counter	Pf growth 48h	Tb PYK inh	Pf growth 96h	Shiga inhibitor	LmPK inhibitor	HCV inhibitor
O=C(COc1cccc(F)c1)NNC(=O)c1cccc(-n2cccc2)c1	nt	-28%	0%	28%	nt	nt	-13%
COc1ccc(OC)c(CN(CCN2CCOCC2)S(=O)(=O)c2ccc(NC(C)=O)cc2)c1	-2	?	3%	?	-8	-2%	7%
Cc1ccccc1C(=O)NC(=S)Nc1sc2c(c1C#N)CCCC2	11	9%	4%	31%[activator]	2	4%	-7%
CCOC(=O)c1sc(=S)n(-c2ccccc2Cl)c1C	5	?	25%	?	2	0%	-26%
COc1ccc(OCC(O)CN(CCO)CC(O)Cn2ccc3ccccc32)cc1 (stereo unspecified)	1	?	-3%	7%	-10	4%	?
CCOC(=O)CNC(=O)N(CCOC)CC1CCCN(C2Cc3ccccc3C2)C1 (stereo unspecified)	-2	1%	-2%	-31%	-5	5%	4%
CCOC(=O)c1nc(Nc2ccc(N3CCC(C)CC3)cc2)c2ccccc2n1	6	?	-10%	33%[activator]	27	-1%	-5%
